KB-3-1 cytotox – KB-3-1 parental cell cytotoxicity; KB-3-1 viability, CellTiter-Glo ATP luminescence, 72 h; 400,000 tested, 1.4% active; Potency, µM (highest dose often 46.1 µM), for the others: top-dose activity change, negative = cytotoxic, hits mostly cytotoxic; further: potency means the concentration at half of the fitted maximal effect; on the % scale 0 is the no-effect control and ±100 the full control effect; nearly all actives have a fitted effect of over 60% in size
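KB-3-1 cells, DMEM (no phenol red) + 10% FBS; compound by pin transfer, 72 h, 37 °C. Readout: CellTiter-Glo luminescence after 10 min. Data normalized, curve-fitted.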
HT1080 IDH1KD tx – kills HT-1080 cells with IDH1 knockdown; HT-1080 IDH1 knockdown viability, ATP luminescence, 48 h; Potency, µM (series often up to 46.1 µM), inactives show at the highest dose activity, negative = toxicity, hits mostly cytotoxic; 360,000 tested, 2% active; AID 686971;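 further: potency means the concentration at half of the fitted maximal effect; 0% = DMSO wells and -100% = cell-free medium wells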
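Luminescent ATP read-out (CellTiter-Glo, 10 min at room temperature) after 48 h compound exposure at 37 °C gave viability of IDH1-knockdown HT-1080 cells. Activity was normalised to DMSO and cell-free wells, then fitted as concentration-response curves.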
SW480 rerep – DNA re-replication induction in SW480 cells; SW480 DNA re-replication, Hoechst DNA content imaging, 48 h; Potency, µM (top dose mostly 46.1 µM), inactives show at the highest dose re-replication activation, hits mostly activators; 340,000 tested, 1.8% active; AID 624297; further: potency means the concentration at half of the fitted maximal effect; % of control where 0% means no effect; nearly all actives have a fitted effect of over 55% in size
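Per well, 250 cells were exposed to pinned compound for 48 hr. Nuclear DNA was visualised with Hoechst (40 min, 37 C) and total object intensity recorded by fluorescence scanning.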
HT1080-NT tox – kills 2HG-producing HT-1080-NT fibrosarcoma cells. HT-1080-NT fibrosarcoma viability, CellTiter-Glo ATP luminescence, 48 h. Potency, µM (series often up to 46.1 µM), for the others: at the highest dose activity, negative = less viability, actives largely listed as cytotoxic. 360,000 tested, 1.6% active;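 further: NT is the 2HG producing partner of a matched IDH1 knockdown line; potency means the concentration at half of the fitted maximal effect; 0% = DMSO-treated cells and -100% = media-only wells without cells; nearly all actives have a fitted effect of over 55% in size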
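Viability by CellTiter-Glo luminescence after 48 h compound exposure at 37C of HT-1080-NT cells (750/well, RPMI, 5% FBS). % activity scaled between DMSO wells and medium-only wells, then curve-fitted and categorized by curve class.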
MCF10A rereplic – inducers of DNA re-replication in MCF 10A breast cells. MCF 10A DNA re-replication, Hoechst nuclear intensity, 48 h. Potency, µM (titrated, usually from 46.1 µM), for inactives: at the highest dose activity, positive = re-replication, most hits filed as activators. 350,000 tested, 2.9% active; further: potency means the concentration at half of the fitted maximal effect; % of control where 0% means no effect; nearly all actives have a fitted effect of over 50% in size
GLP1R cytotox – cytotoxic in the GLP-1 receptor inverse agonist counter-screen; HEK293 cAMP-luciferase reporter cells, luminescence, 24 h; Potency, µM (doses to about 38.3 µM), without a hit: at the highest dose activity change, negative = inhibition, actives largely listed as inhibitors; 410,000 tested, 0.13% active;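 further: loss of luciferase light is scored as toxicity; potency means the concentration at half of the fitted maximal effect; on the % scale 0 is the no-effect control and ±100 the full control effect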
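MLSMR compounds, 24 hr on cells at 37 deg C/5% CO2; luminescence after luciferase reagent (12 min RT). Inhibition counted as the undesired cytotoxic outcome.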
IL-1B inflam inh – inhibitors of inflammasome signaling (IL-1 beta secretion); activity change, % at 57.5 µM; 360,000 tested, 4.7% active; THP-1 LPS/ATP IL-1B secretion, AlphaLISA, 16 h; active compounds read low; in the data active means activity change below about -50%; inconclusive means mostly about -30% to -49%; further: on the % scale 0 is the no-effect control and ±100 the full control effect
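THP-1 cells pretreated 1 hr with compounds (up to 57.5 uM final), then stimulated with LPS (250 ng/mL final) plus ATP (1.25 mM final); secreted IL-1B measured by AlphaLISA after 16 hr, decreased signal indicating inhibition.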
D3 ag – D3 dopamine receptor (human) agonism; 410,000 tested, 0.58% active; P35462; max activation, %; D3R DiscoveRx beta-arrestin cells, luminescence, 90 min; in the data active means max activation above about 30%; further: 0% is about no effect; mostly tested at two doses, the higher about 12 µM
Target sequence (P35462 whole entry, looked up): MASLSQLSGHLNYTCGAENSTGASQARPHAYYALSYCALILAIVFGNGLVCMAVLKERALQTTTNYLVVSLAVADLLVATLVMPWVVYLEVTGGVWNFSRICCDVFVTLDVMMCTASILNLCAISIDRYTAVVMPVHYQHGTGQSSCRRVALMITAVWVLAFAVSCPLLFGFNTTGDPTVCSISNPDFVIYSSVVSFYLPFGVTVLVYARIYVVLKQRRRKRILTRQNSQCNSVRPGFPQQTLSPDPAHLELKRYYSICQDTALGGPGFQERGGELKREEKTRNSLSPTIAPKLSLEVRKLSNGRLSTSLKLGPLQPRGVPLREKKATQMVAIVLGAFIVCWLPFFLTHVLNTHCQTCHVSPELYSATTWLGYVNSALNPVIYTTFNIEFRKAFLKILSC
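Agonist-mode cell screen: cells plated at 1500/well and incubated overnight at 37 °C, then exposed to library compounds for 90 min at 37 °C. Detection reagent was added for 30–60 min at room temperature, and luminescence was read.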
KB-V1 cytotox – KB-V1 MDR subline cytotoxicity; KB-V1 MDR cells viability, CellTiter-Glo, 72 h; Potency, µM (top dose mostly 46.1 µM), for the others: at the highest dose activity change, negative = cytotoxicity, actives largely listed as cytotoxic; 400,000 tested, 3.4% active; AID 1347076; further: potency means the concentration at half of the fitted maximal effect; on the % scale 0 is the no-effect control and ±100 the full control effect; nearly all actives have a fitted effect of over 60% in size
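qHTS viability screen in drug-selected KB-V1 MDR cells: 72 h compound treatment at 37 degrees C, ATP luminescence end point.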
The depositor's hits bear a star; ? = inconclusive; / = not tested or not shown; [ ] = remark or other dose. Unless noted, the call rests on the fitted dose curve; in most records, active means well fitted curve in the direction sought with a large enough effect; inconclusive means small, poorly fitted or top-dose-only effect, or another doubt; inactive means no such curve, though single readings can be large; an effect the other way counts as inactive or inconclusive. Only part of the results is shown; count on the stated rates, not on these rows.

SMILES	KB-3-1 cytotox	HT1080 IDH1KD tx	SW480 rerep	HT1080-NT tox	MCF10A rereplic	GLP1R cytotox	IL-1B inflam inh	D3 ag	KB-V1 cytotox
Cc1ccc(-c2nc3ccccc3c(=O)n2-c2ncccc2C)cc1	1%	-1%	-7%	-8%	2%	-15%	26	-4	?
CC(=O)Nc1ccccc1C(=O)OCc1ccc(C(=O)c2ccccc2)cc1	?	?	25%	?	?	1%	-55*	11	6.5µM*
C=CCn1c(O)c(C(CC)=Nc2ccc3c(c2)CCC3)c(=O)[nH]c1=O	-14%	-5%	-9%	-6%	-3%	-7%	20	-6	-13%
Cc1ccc(NC(=O)/C=C/c2ccco2)nc1	0.16µM*	0.0058µM*	?	0.046µM*	?	?	-29	-5	0.1µM*
O/N=C1/C(=C\c2ccccc2)N2CCC1CC2	9%	-17%	-7%	8%	6%	-23%	13	-4	-25%
S=C(NCCc1ccccc1)N1Cc2cc(N3CCOCC3)ccc2-n2nncc2C1	0%	-19%	/	3%	/	-1%	-27	5	-17%
COc1ccc(OCC(=O)N2CCCC(N3CCN(c4ccccc4C)CC3)C2)cc1 (centres undefined)	/	-4%	7%	-4%	1%	-8%	-16	-25	/
O/N=C1\CCC2CN(C3CCCCC3)CC2C1 (centres undefined)	0%	-1%	-2%	-2%	14%	7%	5	-17	9%
COc1ccc(-c2ccc(/C=C3/C(=N)N4C(C)=CSC4=NC3=O)o2)c([N+](=O)[O-])c1	2%	-7%	9%	-27%	21µM*	?	-4	-6	?
CCCCCCn1c(O)c(C=NCCN2CCOCC2)c(=O)[nH]c1=O	-2%	-17%	?	-4%	15%	1%	-12	-5	1%
N#Cc1cn(C2OC(CO)C(O)C2O)c2ncnc(N)c12 (centres undefined)	0.0073µM*	0.21µM*	12%	?	19%	-40%	-108*	-13	?
CC(=NCc1ccco1)c1c(O)n(-c2ccc(Cl)cc2)c(=O)[nH]c1=O	1%	-2%	-26%	1%	1%	0%	-9	-3	-12%

Molecules listed so far that have sulfur (2):
SMILES	KB-3-1 cytotox	HT1080 IDH1KD tx	SW480 rerep	HT1080-NT tox	MCF10A rereplic	GLP1R cytotox	IL-1B inflam inh	D3 ag	KB-V1 cytotox
S=C(NCCc1ccccc1)N1Cc2cc(N3CCOCC3)ccc2-n2nncc2C1	0%	-19%	/	3%	/	-1%	-27	5	-17%
COc1ccc(-c2ccc(/C=C3/C(=N)N4C(C)=CSC4=NC3=O)o2)c([N+](=O)[O-])c1	2%	-7%	9%	-27%	21µM*	?	-4	-6	?

Record cards, as listed above. Screens in order: KB-3-1 cytotox, HT1080 IDH1KD tx, SW480 rerep, HT1080-NT tox, MCF10A rereplic, GLP1R cytotox, IL-1B inflam inh, D3 ag, KB-V1 cytotox
Results for COc1ccc(OCC(=O)N2CCCC(N3CCN(c4ccccc4C)CC3)C2)cc1 (centres undefined) = /, -4%, 7%, -4%, 1%, -8%, -16, -25, /
Results for CCCCCCn1c(O)c(C=NCCN2CCOCC2)c(=O)[nH]c1=O = -2%, -17%, ?, -4%, 15%, 1%, -12, -5, 1%
Results for C=CCn1c(O)c(C(CC)=Nc2ccc3c(c2)CCC3)c(=O)[nH]c1=O = -14%, -5%, -9%, -6%, -3%, -7%, 20, -6, -13%

Following part.
SMILES	KB-3-1 cytotox	HT1080 IDH1KD tx	SW480 rerep	HT1080-NT tox	MCF10A rereplic	GLP1R cytotox	IL-1B inflam inh	D3 ag	KB-V1 cytotox
O=P(O)(O)/C=C(\Cl)c1ccccc1	-1%	4%	-10%	1%	2%	22%	-1	-1	22%
CC12CN3CC(C)(CN(C1)C3c1ccco1)C2=O (centres undefined)	1%	12%	4%	19%	-5%	-13%	-25	3	9%
CN1CCc2nc3sc(C(=O)NC(C)(C)C)c(N)c3cc2C1	0%	-4%	5%	-2%	?	3%	-13	-5	-3%
COc1ccc(-n2c(O)c(C(C)=NCC3CCCO3)c(=O)[nH]c2=O)cc1 (centres undefined)	2%	30%	-2%	19%	0%	14%	-22	-2	19%
COC(=O)C1=C(c2ccc(OC)c(OC)c2)C[C@@H]2CC[C@H]1N2C(=O)NCc1cc(C)oc1C(F)(F)F	13%	11%	-23%[9.22 µM]	8%	-14%	0%	8	7	-19%
CC(C)c1ccc(-n2c(O)c(C=NCCN3CCNCC3)c(=O)[nH]c2=S)cc1	0%	-2%	-44%[inhibitor]	14%	-3%	-3%	-6	-11	-4%
C(=NC12CN3CN(CN(C3)C1)C2)c1cccs1	1%	22%	-2%	0%	-9%	19%	15	12	5%
Oc1cc(Cl)cc(Cl)c1Cl	0%	-2%	-39%[inhibitor]	-26%	?	-2%	-12	6	20%
CC1OC(NCCc2ccccc2)C(O)C(O)C1O (centres undefined)	0%	16%	0%	13%	1%	11%	-6	8	0%
O=c1[nH]c(=O)n(-c2cccc(Cl)c2)c(O)c1C=NCCN1CCCCC1	5%	?	-21%	0%	5%	-1%	21	21	0%
O=c1[nH]c(=S)n(C2CC2)c(O)c1C=Nc1cccc(C(F)(F)F)c1	1%	-1%	?	1%	-7%	2%	-12	1	1%
C1=C(c2ccccc2)CCNC1	9%	-2%	-5%	7%	2%	13%	-6	-36	13%

Quoted at random: two compounds from above.
SMILES	KB-3-1 cytotox	HT1080 IDH1KD tx	SW480 rerep	HT1080-NT tox	MCF10A rereplic	GLP1R cytotox	IL-1B inflam inh	D3 ag	KB-V1 cytotox
O=P(O)(O)/C=C(\Cl)c1ccccc1	-1%	4%	-10%	1%	2%	22%	-1	-1	22%
CN1CCc2nc3sc(C(=O)NC(C)(C)C)c(N)c3cc2C1	0%	-4%	5%	-2%	?	3%	-13	-5	-3%

Remaining list, next part.
SMILES	KB-3-1 cytotox	HT1080 IDH1KD tx	SW480 rerep	HT1080-NT tox	MCF10A rereplic	GLP1R cytotox	IL-1B inflam inh	D3 ag	KB-V1 cytotox
CCOP(=O)(OCC)C(O)c1ccc(OC)c(OC)c1 (centres undefined)	2%	12%	0%	19%	-3%	-20%	8	7	0%
COC(=O)C1=C(C(=O)OC)C2c3ccccc3C1c1ccccc12	-3%	9%	8%	9%	-2%	6%	9	-13	15µM*
CCN(CC)S(=O)(=O)c1ccc(C)c(NCC(=O)Nc2ccc(C#N)c(Cl)c2)c1	-14%	?	?	-24%	?	-26%	-5	-17	?
Cn1c(O)c(Cc2ccc(OCc3ccccc3)cc2)c(=O)n(C)c1=O	0%	-1%	-12%	-3%	-2%	9%	7	1	2%
Cc1sc2ncn(CC(=O)NCC(=O)N3CCC4(CC3)OCCO4)c(=O)c2c1C	9%	10%	3%	11%	-11%	-12%	17	1	?
CS(=O)(=O)NNP(=O)(NNS(C)(=O)=O)NC(=O)c1ccc(Br)cc1	-10%	2%	-3%	-6%	-2%	4%	-5	0	6%
CCN(CC)CCCN=C(C)c1c(O)n(-c2ccc(C)cc2)c(=O)[nH]c1=O	-2%	-30%	?	-11%	-8%	-9%	-16	2	2%
CC(C(O)c1ccccc1)N(C)CCn1cnc2c1c(=O)n(C)c(=O)n2C (centres undefined)	-3%	0%	-4%	4%	1%	9%	14	-5	-13%
COCC(C)OC(=O)c1c(N)n(Cc2ccco2)c2nc3ccccc3nc12 (centres undefined)	-15%	-12%	4%	-3%	0%	335%[activator]	-10	-4	-11%
O=C1OCCN1P(=O)(c1ccccc1)c1ccccc1	-1%	7%	1%	10%	-5%	5%	-3	0	1%
c1ccc(NC2=NCCCS2)cc1	11%	0%	-17%	0%	-9%	?	0	4	0%
Clc1cc(Cl)cc(NC2=NCCS2)c1	3%	-6%	4%	-4%	?	-3%	39	19	-10%
O=C(c1ccco1)N1Cc2ccccc2-n2nncc2C1	?	0%	/	-6%	/	8%	10	6	?
NC(=O)C1CCN(/C=C2\C(=O)NC(=O)N(Cc3ccco3)C2=O)CC1	15%	11%	-11%	11%	2%	-1%	43	10	17%
CC(C)c1ccc(-n2c(O)c(C=NC(CCS(C)=O)C(=O)O)c(=O)[nH]c2=S)cc1 (centres undefined)	-1%	-1%	3%	8%	8%	-6%	-1	6	9%
CCC12CN3CCN(CC(C3)C1O)C2 (centres undefined)	-3%	1%	-1%	8%	-5%	-2%	0	-3	0%
CCCNC(=O)Nc1ccc2c(c1)nc(C)n2C	28%	8%	1%	18%	3%	48%[activator]	2	-19	28%
CCOc1cc(CNCCc2c[nH]c3ccccc23)cc(Cl)c1OCC	?	?	?	?	31%	?	-97*	-29	?
CCC1(C)CC(CCNCc2ccc(N(C)C)cc2)(c2ccc(F)cc2)CCO1 (centres undefined)	?	?	18µM*	-22%	21%	?	-72*	-1	5%
CN1CCN(c2ncnc3c2cnn3C)CC1	-2%	0%	-8%	9%	-2%	-12%	4	5	13%

High-throughput results from PubChem.
